Screening results (PubChem BioAssay)
PTHR1 ag = agonists of human PTHR1 parathyroid hormone receptor; actives 0.075% (n = 410,000); HEK293 GP2 PTHR1 cells, GloSensor cAMP luminescence, 1 h; Q03431; AID 743266; Potency, µM (titrated, usually from 115 µM), without a hit: top-dose activation, actives largely listed as activators; note: potency is the fitted concentration of half-maximal effect; nearly all actives have a fitted effect of over 55% in size; some results filed as inactive show a strong effect at the top dose; inactives centre near -15; many of its hits are not listed in these tables
Target sequence (Q03431 whole entry, looked up): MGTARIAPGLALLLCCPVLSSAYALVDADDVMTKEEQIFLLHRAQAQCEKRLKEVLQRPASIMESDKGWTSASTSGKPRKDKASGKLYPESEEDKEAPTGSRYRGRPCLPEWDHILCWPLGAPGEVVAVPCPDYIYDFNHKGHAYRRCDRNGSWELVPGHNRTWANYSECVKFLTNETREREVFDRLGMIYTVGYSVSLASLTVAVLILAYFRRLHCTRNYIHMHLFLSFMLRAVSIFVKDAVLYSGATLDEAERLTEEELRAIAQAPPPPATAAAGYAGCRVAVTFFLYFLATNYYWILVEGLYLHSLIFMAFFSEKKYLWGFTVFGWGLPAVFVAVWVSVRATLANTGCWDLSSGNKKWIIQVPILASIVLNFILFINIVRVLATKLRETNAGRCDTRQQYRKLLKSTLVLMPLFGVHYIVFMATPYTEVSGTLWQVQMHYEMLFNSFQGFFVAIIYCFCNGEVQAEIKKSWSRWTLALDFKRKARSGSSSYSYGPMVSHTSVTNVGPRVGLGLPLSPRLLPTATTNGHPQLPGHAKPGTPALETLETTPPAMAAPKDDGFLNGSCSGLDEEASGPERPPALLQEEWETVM
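HEK-293-derived GP2 cells expressing PTHR1 and a GloSensor cAMP reporter, 3,000/well, plated overnight, given luciferin plus IBMX (each 0.5 mM as added) for 1 h at 37 °C, then compound for 1 h at 37 °C. Luminescence was read after 15 min at room temperature.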
MmCpn inh = blocks the Methanococcus maripaludis chaperonin Mm-Cpn; purified Mm-Cpn ATPase, ADP Transcreener TR-FRET; Potency, µM (titrated, usually from 76.9 µM), inactives show top-dose activity, negative = inhibition, usual class: inhibitors; actives 0.031% (n = 330,000); AID 504842; note: potency is the fitted concentration of half-maximal effect; % is set by controls: 0 for no effect and ±100 for the full control effect; nearly all actives have a fitted effect of over 80% in size
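25 nM Mm-CPN + cpd, 10 min 37°C; + 10 uM ATP, 30 min 37°C; buffer 30 mM Tris pH 7.4, 100 mM KCl, 5 mM MgCl2, 1 mM DTT; Transcreener ADP HTRF detection 30 min RT.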
CCT modulator = modulators of cytosolic chaperonin (CCT/TRiC) activity; purified chaperonin ATPase assay, HTRF ADP detection, 30 min; activity change, % (concentration not given with the values), hits read low; actives 0.3% (n = 360,000); in the data active = activity change below about -30%; note: % is set by controls: 0 for no effect and ±100 for the full control effect
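TRiC (40 or 20 nM final, by batch activity) in 30 mM Tris pH 7.4, 100 mM KCl, 5 mM MgCl2, 1 mM DTT was treated with compound at 76 uM single dose, then 10 uM ATP, 30 min at 37 °C. ADP was read by HTRF Transcreener.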
DRD3 antagonist = blocks the human D3 dopamine receptor; P35462; D3R cells, DiscoveRx beta-arrestin luminescence, antagonist mode; hits give low values; max response, negative = inhibition, %; actives 2.5% (n = 360,000); AID 652054; in the data active = max response below about -50%; inconclusive = no clear call, values can overlap the other calls; note: % is set by controls: 0 for no effect and ±100 for the full control effect; mostly tested at two doses, the higher about 12 µM
Target sequence (P35462 whole entry, looked up): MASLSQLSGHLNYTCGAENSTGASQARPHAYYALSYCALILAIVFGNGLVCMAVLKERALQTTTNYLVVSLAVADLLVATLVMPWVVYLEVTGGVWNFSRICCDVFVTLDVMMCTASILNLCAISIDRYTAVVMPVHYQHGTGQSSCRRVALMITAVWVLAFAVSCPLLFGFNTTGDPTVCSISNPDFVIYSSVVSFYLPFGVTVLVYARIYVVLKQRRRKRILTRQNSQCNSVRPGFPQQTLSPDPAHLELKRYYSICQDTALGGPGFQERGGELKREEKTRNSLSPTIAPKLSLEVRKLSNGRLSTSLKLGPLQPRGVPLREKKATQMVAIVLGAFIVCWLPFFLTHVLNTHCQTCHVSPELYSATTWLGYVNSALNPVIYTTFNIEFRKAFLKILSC
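Cells plated overnight at 1500 cells/well, then exposed to library compounds with dopamine controls for 90 minutes at 37 degrees C. DiscoveRx reagent added for 30–60 minutes at room temperature; luminescence read, quantitative HTS format.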
pAkt inh = blocks phosphorylation of Akt; Neuro2A IGF-stimulated pAkt S473 HTRF, 20 min; hits give low values; activity change, % for hits at 50 µM; actives 0.32% (n = 360,000); in the data active = activity change below about -80%; inconclusive = mostly about -51% to -80%; note: % is set by controls: 0 for no effect and ±100 for the full control effect
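Neuro2A cells in DMEM with 0.5% FBS, overnight at 37 deg C, given compound at single 50 µM final, then IGF (6 nM final) for 20 min at 37 deg C. Lysed; phospho-Akt Ser473 by HTRF after 24 h, 665/615 ratio.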
EPAC2 agonist = activates human EPAC2 exchange factor | Potency, µM (titrated, usually from 154 µM), for the others: top-dose activation, actives largely listed as activators | Q8WZA2 | AID 720711 | actives 0.079% (n = 360,000) | EPAC2 activation, biochemical qHTS; response scale: 100% = 6.5 mM cAMP response; note: potency is the fitted concentration of half-maximal effect; nearly all actives have a fitted effect of over 50% in size
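Readout is BODIPY fluorescence (480 nm excitation, 540 nm emission), which falls as labeled GDP is exchanged off Rap1B. EPAC2 at 100 nM acted on 250 nM RAP1B-BODIPY-GDP with 50 uM GDP present.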
D3 ag = activates the human D3 dopamine receptor; P35462; D3R DiscoveRx beta-arrestin cells, luminescence, 90 min; max activation, %; actives 0.58% (n = 410,000); in the data active = max activation above about 30%; note: 0% is about no effect; mostly tested at two doses, the higher about 12 µM
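Agonist-mode cell screen: cells plated at 1500/well and incubated overnight at 37 °C, then exposed to library compounds for 90 min at 37 °C. Detection reagent was added for 30–60 min at room temperature, and luminescence was read.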
EPAC2 antagonist = antagonists of human EPAC2 | actives 0.18% (n = 360,000) | Q8WZA2 | AID 720708 | EPAC2 GEF exchange of Rap1B-BODIPY-GDP, fluorescence | Potency, µM (highest dose often 114 µM), inactives show at the top dose activity, negative = inhibition, actives largely listed as inhibitors; note: potency is the fitted concentration of half-maximal effect; % is set by controls: 0 for no effect and ±100 for the full control effect; nearly all actives have a fitted effect of over 45% in size; many of its hits are not listed in these tables
Active calls of the source: *; i = inactive; ? = inconclusive; . = not tested or not shown; & = joins results of further samples; [ ] = remark or other dose. Unless noted, calls come from the whole dose curve; as a rule, active = well fitted curve in the direction sought with a large enough effect; inconclusive = small, poorly fitted or top-dose-only effect, or another doubt; inactive = no such curve, though single readings can be large; an effect the other way counts as inactive or inconclusive.

SMILES	PTHR1 ag	MmCpn inh	CCT modulator	DRD3 antagonist	pAkt inh	EPAC2 agonist	D3 ag	EPAC2 antagonist
O=C1C(Cl)=C(NCC2CCCO2)C(=O)N1c1cccc(Cl)c1Cl (stereo not given)	-8%	-1%	-1.0	-22	i	15%	-6	-1%
Fc1ccccc1NC(=S)NCc1ccc(Cl)cc1	-26%	1%	2.5	-18	i	8%	-4	-3%
COc1cccc2c1OCC/C2=N\NC(=O)C(C)Oc1ccc([N+](=O)[O-])cc1 (stereo not given)	-9%	3%	-1.3	0	i	-8%	-5	?
C#CCOCCOCCOCCNc1nc(N2CCN(C(=O)[C@H](CCC(=O)O)n3cc(C(N)CC(C)C)nn3)CC2)nc(N2CCN(C(=O)[C@H](Cc3ccc(O)cc3)n3cc(C(N)CC(C)C)nn3)CC2)n1 (stereo not given in full)	-12%	.	-2.2	0	i	0%	2	20%
COc1ccc(NC(=O)CC(NCCc2ccccc2)C(=O)O)c(OC)c1 (stereo not given)	-43%	1%	-1.0	12	i	5%	2	6%
O=C(NCCc1c[nH]c2ccc(Cl)cc12)c1ccc([N+](=O)[O-])cc1	-10%	2%	-1.3	-4	i	-9%	-2	4%
CC(=O)N1CCc2cc(S(=O)(=O)CCC(=O)Nc3ccc4c(c3)OCCO4)ccc21	-5%[57.5 µM]	1%	-0.9	-10	i	2%	-4	8%
COC(=O)c1cc2c(C)c(C)c3ccccn3c-2c1C(=O)OC	-18%[57.5 µM]	-10%	3.9	-52*	i	28%	4	118%[activator]
COc1ccc(C(=O)OC(C)C(=O)NCC2CCCCC2)cc1S(=O)(=O)N1CCOCC1 (stereo not given)	i	0%	-2.3	15	i	2%	2	-7%
O=C(COc1cccc2ccccc12)N1CCN(c2ccccn2)CC1	i	0%	-3.1	-7	i	18%	-8	-8%
O=S(=O)(c1cccc2cccnc12)N1CCN(c2ccccn2)CC1	i	2%	-5.4	5	i	-4%	8	-8%
C#CCOc1ccc(/C=C2/C(=O)ON=C2C)cc1Cl	i	1%	2.4	1	i	3%	-12	?
CCOC(=O)c1c(NC(=O)COC(=O)CCCOc2ccc(OC)cc2)sc(C(=O)N(C)C)c1C	i	.	-0.3	20	i	-3%	-8	18%
Cc1ccccc1NC(=O)Cc1nc(COC(=O)CCc2ccccc2)cs1	12%	-1%	-2.4	5	i	18%	-7	-24%
O=C(CSc1nc2ccccc2o1)N/N=C/c1ccccc1	-4%	-3%	0.9	13	i	-2%	3	19%
Cc1cc(C)c([N+](=O)[O-])cc1-c1ccc(/C=N/c2c(-c3ccco3)nc3ccccn23)o1	-32%	-1%	-1.5	0	i	0%	1	-8%
CC(C)CCNC(=O)C1CC(=O)N(CCc2ccccc2)C1 (stereo not given)	-4%	0%	1.1	13	i	-4%	-10	12%
COc1ccc(F)cc1S(=O)(=O)N1CCCCC1	i	1%	-1.0	-2	i	4%	3	-2%
CCNC(=S)Nc1cccc(F)c1C	i	1%	-2.9	6	i	3%	2	8%
Cc1nc(N2CCN(C)CC2)c2sc(=S)n(C)c2n1	-2%	0%	-5.2	?	i	10%	-9	-1%
Cc1c(Cl)c([N+](=O)[O-])nn1CC(=O)NC(C)c1ccccc1 (stereo not given)	i	1%	-0.4	-2	i	7%	-2	2%
CC1(C)CC(=O)C=C(c2ccccc2-c2ccc3cc[nH]c3c2)C1=O	i	.	0.1	4	i	6%	2	-28%
CCOC(=O)C1CCCN(C(=O)c2cccc(S(=O)(=O)N3CCCC3)c2)C1 (stereo not given)	-3%	2%	-9.4	6	i	10%	2	24%
COc1ccc(OCCOC(=O)c2ccc(F)c(S(=O)(=O)N3CCOCC3)c2)cc1	-8%	1%	2.3	-1	i	12%	0	3%
CC(=O)Nc1ccc(S(=O)(=O)N2CCN(c3cc(C)nc4ncnn34)CC2)cc1	i	-2%	2.4	4	i	4%	2	6%
(cont.)
SMILES	PTHR1 ag	MmCpn inh	CCT modulator	DRD3 antagonist	pAkt inh	EPAC2 agonist	D3 ag	EPAC2 antagonist
CNc1nc(-c2ccccc2)cc(-c2ccccc2)n1	i	-3%	-1.4	22	i	11%	3	-8%
O=S(=O)(c1ccc(Br)cc1)N1CCn2c(nc3ccccc32)C1	i	2%	-0.7	18	i	1%	5	-5%
COc1ccc(CN2CNc3nc4ccccc4n3C2)cc1	-15%	1%	0.4	?	.	-6%	3	18%
CC(C)CNC(=O)C1(C)CCCN1C(=O)c1ccc2ccccc2n1 (stereo not given)	i	.	-0.6	13	i	4%	3	0%
Cc1c(CC(=O)O)c(=O)oc2cc(OCc3ccc(Cl)cc3)ccc12	i	-2%	-16	0	i	2%	12	6%
O=C(c1ccco1)N1CCN(c2cc(=O)n(C3CCCCC3)c(=O)[nH]2)CC1	i	1%	1.1	11	i	?	2	?
COc1ccc(NC(=O)CN(C)C(=O)c2cc(-c3ccc(OC)cc3)nc3ccccc23)cc1	-51%	0%	-2.2	0	i	20%	3	-15%
CN1CCN(S(=O)(=O)c2ccc(Oc3ccc(Br)cc3F)nc2)CC1	-21%	1%	-1.7	-9	i	23%	-7	-7%
O=[N+]([O-])c1ccc(NN=CC2CCCCCC2)c([N+](=O)[O-])c1	-10%	.	1.0	-13	i	-1%	-1	9%
CCNC(=O)C1(C)CCN(Cc2ccc(C#N)cc2)C1 (stereo not given)	-31%	.	0.6	-6	i	10%	3	7%
O=C(O)Cn1c(-c2ccccn2)nc2ccccc21	-5%	0%	0.2	16	i	-3%	13	3%
O=C(COC(=O)c1c2c(nc3ccccc13)CCN(Cc1ccccc1)C2)Nc1c(F)cccc1F	-14%	-4%	-0.5	35	i	7%	16	9%
CCOC(=O)c1cc(NC(=O)c2ccco2)ccc1N1CCOCC1	9%	3%	2.8	-3	i	1%	-3	2%
COc1ccc(C2/C(=C(\O)c3ccc4c(c3)CC(C)O4)C(=O)C(=O)N2Cc2cccnc2)c(OC)c1 (stereo not given)	i	-5%	-0.5	7	i	8%	0	9%
Cc1nnc(N2C(=O)C(O)=C(C(=O)c3ccco3)C2c2cccc([N+](=O)[O-])c2)s1 (stereo not given)	17%	-1%	3.2	-4	i	13%	-12	23%
COc1ccc(S(=O)(=O)N2CCC(N3CCN(c4ccccc4OC)CC3)CC2)cc1	-12%	3%	-1.1	?	i	-1%	-13	4%
Cc1ccc(N(CC(=O)N2CCCCCC2)S(=O)(=O)c2ccccc2)cc1	-25%	2%	-0.5	-23	i	18%	-3	-3%
COc1ccc(CCNc2oc(COc3ccc(F)cc3)nc2C#N)cc1	i	0%	1.7	0	i	10%	11	3%
COc1cc(/C=C/C(=O)OCC(=O)NCc2ccco2)ccc1OC(F)F	i	-2%	0.8	3	i	-1%	2	-13%
Cc1cc(=O)n(Cc2ccccc2)c2c(C)cccc12	i	-3%	-1.1	-9	i	17%	13	?
O=C(NC1CCN(Cc2ccccc2)CC1)C1CCN(S(=O)(=O)c2cccc([N+](=O)[O-])c2)CC1	i	-1%	-3.4	-22	i	12%	-30	-1%
O=C(CN1C(=O)COc2ccccc21)N(Cc1ccc2c(c1)OCO2)CC1CCCO1 (stereo not given)	i	0%	-0.8	9	.	2%	-1	-1%
COC(=O)CN(c1ccc(OCc2ccccc2)cc1)S(C)(=O)=O	i	-3%	1.2	16	i	-3%	10	7%
COc1ccc(OCCCC(=O)N(C)CC(=O)Nc2c(C)cccc2C)cc1	-4%	-1%	2.2	-9	i	5%	-9	15%
COc1ccc(S(=O)(=O)NC(=O)C2(C)CCN2C(=O)C2CCCCC2)cc1OC (stereo not given)	-3%	.	-1.3	11	i	-8%	-1	-4%
Cc1ccc2c(c1)N=C(c1ccc(Cl)cc1)CO2	-8%	1%	-1.1	-23	i	-8%	-2	-16%
O=c1[nH]c(=O)n([C@H]2C[C@H](O)[C@@H](CO)O2)cc1F	-17%	3%[15.4 µM]	-1.6	-8	i	-1%	0&3	-6%
O=C(C1CCOCC1)N1CCCC(N2CCN(c3cccc(C(F)(F)F)c3)CC2)C1 (stereo not given)	i	-1%	2.2	-9	i	4%	-5	6%
O=C(NCc1cccnc1)c1ccc(Cl)cc1[N+](=O)[O-]	7%	-2%	1.7	-14	i	-1%	-3	23%
CC1=C(C(=O)Nc2ccccc2)C(c2ccc(C)o2)n2c(s/c(=C\c3ccco3)c2=O)=N1 (stereo not given)	i	-3%	-1.5	-23	i	-9%	0	-2%

Shown with two lines to a compound: 11 of the compounds above.
Screens in order – PTHR1 ag	MmCpn inh	CCT modulator	DRD3 antagonist	pAkt inh	EPAC2 agonist	D3 ag	EPAC2 antagonist
CNc1nc(-c2ccccc2)cc(-c2ccccc2)n1
    i	-3%	-1.4	22	i	11%	3	-8%
O=S(=O)(c1ccc(Br)cc1)N1CCn2c(nc3ccccc32)C1
    i	2%	-0.7	18	i	1%	5	-5%
COc1ccc(CN2CNc3nc4ccccc4n3C2)cc1
    -15%	1%	0.4	?	.	-6%	3	18%
CC(C)CNC(=O)C1(C)CCCN1C(=O)c1ccc2ccccc2n1 (stereo not given)
    i	.	-0.6	13	i	4%	3	0%
Cc1c(CC(=O)O)c(=O)oc2cc(OCc3ccc(Cl)cc3)ccc12
    i	-2%	-16	0	i	2%	12	6%
O=C(c1ccco1)N1CCN(c2cc(=O)n(C3CCCCC3)c(=O)[nH]2)CC1
    i	1%	1.1	11	i	?	2	?
COc1ccc(NC(=O)CN(C)C(=O)c2cc(-c3ccc(OC)cc3)nc3ccccc23)cc1
    -51%	0%	-2.2	0	i	20%	3	-15%
CN1CCN(S(=O)(=O)c2ccc(Oc3ccc(Br)cc3F)nc2)CC1
    -21%	1%	-1.7	-9	i	23%	-7	-7%
O=[N+]([O-])c1ccc(NN=CC2CCCCCC2)c([N+](=O)[O-])c1
    -10%	.	1.0	-13	i	-1%	-1	9%
CCNC(=O)C1(C)CCN(Cc2ccc(C#N)cc2)C1 (stereo not given)
    -31%	.	0.6	-6	i	10%	3	7%
O=C(O)Cn1c(-c2ccccn2)nc2ccccc21
    -5%	0%	0.2	16	i	-3%	13	3%

A portion of the library (hit frequency here may not be typical).
